Screening results: PubChem BioAssay, Sanford-Burnham Center for Chemical Genomics
STEP inh = STEP (human) phosphatase inhibition. P54829. recombinant STEP, OMFP fluorogenic substrate, fluorescence. inhibition, % at 20 µM. 0.25% of 360,000 active. AID 588621;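 active = inhibition at 20 µM, scaled per plate between control wells, above about 37%, limit read from the data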;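 note: 0% = DMSO with enzyme and substrate and 100% = substrate only without enzyme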
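Also added – OMFP at 25 µM · Test system – STEP tyrosine phosphatase · Technique – FITC-channel fluorescence of OMFP product · Schedule – 20 min at room temperature, dark · Evaluation – control-normalized % inhibition with plate pattern correction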
DNMT1 inh = inhibitors of human DNMT1. P26358. DNMT1 molecular beacon, Hinp1I cleavage, fluorescence. inhibition (reported as % activation of signal), % at 10 µM. 0.83% of 360,000 active. AID 588458; in the data active = inhibition above about 50%
SUMO1 PPI mod = modulators of human SUMO1-mediated protein-protein interactions; P63165; SUMO1 binding to a labelled peptide, TR-FRET, 1 h; inhibition, % at 20 µM; 0.33% of 360,000 active; AID 602429; in the data active = inhibition above about 37%
LMPTP inh = blocks human LMPTP phosphatase; P24666; recombinant LMPTP-A, OMFP fluorogenic substrate, fluorescence intensity; inhibition, % at 20 µM; 0.22% of 360,000 active; AID 651560;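 active = compounds that cut the enzyme signal by at least half of the control window in the single-dose screen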;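 note: plate controls were DMSO wells with enzyme plus substrate for no effect and substrate without enzyme for full effect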
Target sequence (P24666 whole entry, looked up): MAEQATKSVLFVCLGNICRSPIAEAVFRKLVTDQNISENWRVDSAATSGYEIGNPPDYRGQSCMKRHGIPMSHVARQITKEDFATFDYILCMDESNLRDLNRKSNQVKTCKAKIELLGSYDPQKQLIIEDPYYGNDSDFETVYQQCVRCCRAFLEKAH
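Test system: LMPTP-A, protein tyrosine phosphatase of low molecular weight; Input: 0.625 nM enzyme; Incubation: 50 min dark incubation at room temperature; Signal: endpoint fluorescence intensity from OMFP dephosphorylation; Read-out basis: % inhibition versus control wells.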
SKN-1 block = blocks SKN-1 activity in C. elegans | C. elegans VP596 Pgst-4::GFP/RFP ratio, acrylamide-induced, 24 h | inhibition, % at 21.8 µM | 0.49% of 360,000 active | AID 624304;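 active = interference check ratio from 0.5 to 1.5 plus GFP to RFP signal ratio inhibition reaching or exceeding a fixed threshold, cut at about 30% in these data, passing the limit was not always enough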; note: some compounds called inactive have numbers as strong as hits
NRP1-CendR mod = NRP-1/CendR interaction modulation; O14786; FAM-RPARPAR peptide binding to NRP-1, fluorescence polarization; inhibition, % at 25 µM; 0.85% of 360,000 active; AID 602438;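 active = inhibition or corrected inhibition above about 18%, plus a signal ratio from 0.5 to 1.5, limit read from the data, passing the limit was not always enough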; note: strong numbers were not always called active
Target sequence (O14786 whole entry, looked up): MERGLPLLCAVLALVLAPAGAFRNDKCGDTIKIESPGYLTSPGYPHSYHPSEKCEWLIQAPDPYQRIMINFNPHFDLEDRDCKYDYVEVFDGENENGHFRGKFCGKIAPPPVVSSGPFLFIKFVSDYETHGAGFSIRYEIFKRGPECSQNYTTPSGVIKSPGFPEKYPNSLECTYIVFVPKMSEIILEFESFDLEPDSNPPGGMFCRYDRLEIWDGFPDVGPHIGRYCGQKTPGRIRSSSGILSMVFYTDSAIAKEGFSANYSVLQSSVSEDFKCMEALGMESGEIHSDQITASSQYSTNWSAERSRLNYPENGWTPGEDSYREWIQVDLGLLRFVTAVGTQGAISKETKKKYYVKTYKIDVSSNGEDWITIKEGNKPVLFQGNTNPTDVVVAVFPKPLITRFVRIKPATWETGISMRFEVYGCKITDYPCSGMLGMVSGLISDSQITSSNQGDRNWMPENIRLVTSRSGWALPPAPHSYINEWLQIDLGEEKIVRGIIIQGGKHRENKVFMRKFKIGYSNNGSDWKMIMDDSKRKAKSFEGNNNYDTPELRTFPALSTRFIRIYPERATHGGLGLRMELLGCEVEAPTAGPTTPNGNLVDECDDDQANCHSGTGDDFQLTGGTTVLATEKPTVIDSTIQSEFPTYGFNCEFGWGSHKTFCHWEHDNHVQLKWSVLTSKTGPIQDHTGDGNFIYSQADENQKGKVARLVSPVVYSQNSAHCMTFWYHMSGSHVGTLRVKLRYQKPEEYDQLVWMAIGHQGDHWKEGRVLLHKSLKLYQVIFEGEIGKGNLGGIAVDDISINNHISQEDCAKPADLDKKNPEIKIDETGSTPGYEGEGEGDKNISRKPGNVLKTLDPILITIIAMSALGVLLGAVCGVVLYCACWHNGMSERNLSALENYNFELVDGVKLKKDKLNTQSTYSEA
Scp-1 inhibitor = inhibitors of human Scp-1 phosphatase. Q9GZU7. Recombinant Scp1, phosphopeptide, malachite green phosphate absorbance. inhibition, % at 20 µM. 0.88% of 340,000 active. AID 493091;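 active = inhibition above about 50% at 20 µM, limit read from the data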;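 note: plate controls were DMSO wells with enzyme for no effect and wells lacking enzyme for full effect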
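System: SCP-1 catalytic domain; Reagent: Phospho 17-mer peptide substrate; Doses: one concentration, 20 µM, with 1.0% DMSO; Incubation: 45 min room-temperature reaction, 5 min colour, 30 min stabiliser; Signal: Phosphate-binding colour reagent, absorbance read at 630 nm.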
NadD block = blocks S. aureus nicotinate mononucleotide adenylyltransferase. purified NadD enzyme, colorimetric absorbance read-out. inhibition, % at 20 µM. 0.78% of 360,000 active; in the data active = inhibition above about 26%; note: some compounds past the cut are filed as inactive
Rpn11 block = Rpn11 (human) deubiquitinase inhibition; 0.59% of 360,000 active; human 26S proteasome, Ub4-pepOG fluorescence polarization; 20S core pre-blocked with epoxomicin; O00487; calls only at 20 µM;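 active = inhibition at 20 µM, scaled to each plate's controls, above about 33%, limit read from the data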
MT1-MMP act inh = MT1-MMP (human) activation inhibition; P50281; HT1080 RFP-PRO-GFP cells, GFP/RFP ratio fluorescence, overnight; percent of plate control window, DMSO zero; GFP/RFP ratio change, % at 20 µM; 0.061% of 360,000 active;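 active = GFP/RFP ratio change of at least 30% with cell ATP level not reduced by more than half and red fluorescence within 50% of control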; note: strong numbers were not always called active
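Assay system: HT1080 cells carrying an RFP-PRO-GFP reporter | Dosing: Single dose of 20 µM compound, 1% DMSO final | Incubation: Cells overnight before dosing, compound overnight, 37 °C, 5% CO2 | Evaluation: GFP/RFP fluorescence ratio | Control set: DMSO and RFP-L50D-GFP cell wells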
Starred values were filed as active, the others as inactive; i = inactive; + = active, no number; & = joins results of further samples.

SMILES | STEP inh | DNMT1 inh | SUMO1 PPI mod | LMPTP inh | SKN-1 block | NRP1-CendR mod | Scp-1 inhibitor | NadD block | Rpn11 block | MT1-MMP act inh
CC(=O)Oc1ccc(N2C(=O)CC(N3CCOCC3)C2=O)cc1 (stereo not drawn) | 0 | 1 | -4 | -0.9 | 1 | -4 | -5 | 8 | i | 2
Cc1ccccc1C(=O)N1CCC(C(=O)N(CC(C)C)c2c(N)n(Cc3ccccc3)c(=O)[nH]c2=O)CC1 | 3 | 1 | 1 | -1.0 | 8 | 6 | -5 | 0 | i | 0
CCN(CC)S(=O)(=O)c1cccc(C(=O)NC(Cc2c[nH]c3ccccc23)c2nnc3n2CCC3)c1 (stereo not drawn) | 0 | 0 | 1 | -0.6 | 9 | -10 | 2 | 7 | i | 1
CC(C)C(=O)NNc1nc2ccccc2s1 | -2 | 4 | 1 | 0.2 | 14 | -5 | -11 | 3 | i | 2
Cc1ccc(S(=O)(=O)N2CCC(C(=O)N3CCC[C@H]3C(=O)NCC(C)C)CC2)cc1 | 1 | 0 | 0 | -0.3 | -9 | 13 | -4 | -6 | i | 0
CC(C)/C(C=O)=C(/NC1CCCCC1)c1ccccc1 | 2 | 5 | 5 | 2.8 | 2 | 3 | -7 | 0 | i | 3
CC(Nc1nc(Nc2ccc(F)cc2)nc(SCC(N)=O)n1)c1ccccc1 (stereo not drawn) | -4 | -8 | 2 | 1.7 | 7 | 2 | -6 | 2 | i | 0
COc1ccc2oc(C(=O)OCC(=O)NC3CCCCC3)c(C)c2c1 | 2 | 2 | 1 | 0.1 | 8 | -10 | 4 | -5 | i | 8
CC(=O)Nc1nc2ccc(Br)cc2s1 | -1 | -6 | -5 | -0.4 | 35* | 6 | -9 | -5 | i | -2
CCOC(=O)c1cc2c(=Cc3ccc(N(C)C)cc3)c3ccccc3n2[n+]1C | 10 | 10 | -36 | 29 | 74 | -74 | 17 | 0 | + | 83
Cn1ccc(C(=O)OCC(=O)Nc2ccccc2)n1 | -3 | 1 | -1 | 0.4 | 6 | 6 | -1 | -3 | i | -1
O=C(C1CCN(S(=O)(=O)N2CCOCC2)CC1)N1CCN(c2ccc(F)cc2)CC1 | -1 | -3 | 1 | -1.0 | -10 | 17 | -3 | -4 | i | 10
O=C(C[n+]1ccccc1)Nc1ccc(Cl)c([N+](=O)[O-])c1 | 1 | 1 | -26 | -2.3 | 28 | 3 | -2 | 7 | i | -1
O=C(NCCc1ccccc1)c1cc(-c2ccco2)on1 | 0 | -1 | 0 | 0.0 | 12 | -29 | -5 | 3 | i | -2
CCOC(=O)C1=C(COC(=O)c2nc(Cl)ccc2Cl)NC(=O)NC1C (stereo not drawn) | 2 | -1 | 1 | -1.4 | -17 | 11 | -6 | -1 | i | 10
O=S(=O)(NCC1CCCO1)c1ccc(S(=O)(=O)N(Cc2ccc(F)cc2)Cc2ccccn2)cc1 (stereo not drawn) | -1 | -9 | 0 | -0.8 | -14 | 9 | -10 | 3 | i | -2
Cc1ccc(-c2nnc3ccc(SCC(=O)N4CCCc5ccccc54)nn23)cc1 | 0 | 2 | -14 | 0.3 | 1 | 6 | -3 | 9 | i | -12
Cn1cccc1-c1nc2ccccc2n1Cc1ccccc1 | 3 | -4 | 1 | 2.2 | -8 | 7 | -3 | 2 | i | -3
Cc1ccc(C2(c3ccccc3)NC(=O)N(CC(=O)NCc3ccccc3)C2=O)cc1C (stereo not drawn) | -2 | -4 | 7 | 1.5 | 12 | 8 | -5 | 3 | i | 1
CC(C)=CCC(C)(C)C1OCCN1C(=O)Nc1ccccc1 (stereo not drawn) | -3 | -4 | -4 | 0.0 | 3 | 2 | -18 | 5 | i | 1

Just NadD block, Scp-1 inhibitor and Rpn11 block, for some of the entries so far:
SMILES | NadD block | Scp-1 inhibitor | Rpn11 block
CC(=O)Oc1ccc(N2C(=O)CC(N3CCOCC3)C2=O)cc1 (stereo not drawn) | 8 | -5 | i
Cc1ccccc1C(=O)N1CCC(C(=O)N(CC(C)C)c2c(N)n(Cc3ccccc3)c(=O)[nH]c2=O)CC1 | 0 | -5 | i

A few values from above:
Entry for COc1ccc2oc(C(=O)OCC(=O)NC3CCCCC3)c(C)c2c1 under DNMT1 inh: 2
Entry for CCOC(=O)c1cc2c(=Cc3ccc(N(C)C)cc3)c3ccccc3n2[n+]1C under SUMO1 PPI mod: -36
Entry for O=C(NCCc1ccccc1)c1cc(-c2ccco2)on1 under NRP1-CendR mod: -29

New compounds follow.
SMILES | STEP inh | DNMT1 inh | SUMO1 PPI mod | LMPTP inh | SKN-1 block | NRP1-CendR mod | Scp-1 inhibitor | NadD block | Rpn11 block | MT1-MMP act inh
CCCCNC(=O)C1CCC(CNc2c(N3CCC(C)CC3)c(=O)c2=O)CC1 (stereo not drawn) | 1 | 1 | 2 | -3.1 | -13 | -19 | -7 | -6 | i | 0
CC(C)c1ccc(COC(=O)CN2C(=O)NC3(CCCCC3C)C2=O)cc1 (stereo not drawn) | 1 | 2 | 3 | 1.6 | 12 | -3 | -7 | -2 | i | -2
COc1ccc(C(C[N+](=O)[O-])c2c(-c3ccccc3)cc3ccccn23)c(OC)c1 (stereo not drawn) | -2 | -3 | -9 | 1.9 | 17 | -13 | -4 | 33* | i | -11
Brc1ccc2[nH]c3nc(SCCN4CCOCC4)nnc3c2c1 | -7&0 | 3&-3 | 8&2 | 0.0&1.8 | -26&9 | 10&6 | -6&-5 | -5&5 | i | -3&3
COc1c(C(C)C)oc2cc3oc(=O)ccc3cc12 | 4 | 2 | -4 | 1.6 | 1 | 2 | -9 | -2 | i | -4
COc1ccccc1NC(=O)/C=C\C(=O)O | 4 | -2 | -4 | 1.0 | -2 | -4 | 1 | -3 | i | 1
Cc1ccc(-c2noc(CN(C(=O)CCCCCN3C(=O)c4ccccc4C3=O)C(C)C)n2)cc1 | 5 | -5 | -4 | 6.1 | 2 | 10 | -12 | 6 | i | -9
CCOc1cc(-c2cc(N)n[nH]2)cc(OCC)c1OCC | -4 | -2 | -1 | -2.4 | 6 | 5 | -5 | -4 | i | -1
O=C(Nc1ccc(Br)cc1)c1cccn1-c1ncc(C(F)(F)F)cc1Cl | -1 | -2 | -2 | 3.9 | -11 | -4 | -4 | -2 | i | 1
CC/C(=N\NC(=O)Nc1nonc1N)c1ccc(OC)c(OC)c1 | -1 | 0 | -2 | 1.5 | -4 | -6 | -10 | 4 | i | 0
COc1ccc(OC)c(CNC(=O)CCSCc2ccc(F)cc2Cl)c1 | 4 | -4 | 0 | 1.4 | 4 | 7 | 2 | -6 | i | 1
COc1ccc(NC(=O)CCC(=O)OCC(=O)c2ccc(Oc3ccc([N+](=O)[O-])cc3)cc2)cc1 | 4 | 13 | -7 | 0.6 | -1 | 2 | -7 | 3 | i | 4
CN/N=C(\Cc1nc2ccccc2[nH]1)c1ccc([N+](=O)[O-])cc1 | 0 | -19 | -19 | 0.8 | 7 | 2 | -1 | 15 | i | -1
CC(C)N(Cc1nccn1C)C(=O)CC1C(=O)NCCN1Cc1ccc(F)c(F)c1 (stereo not drawn) | -4 | -3 | -4 | -2.2 | -2 | 12 | -8 | -2 | i | -1
NS(=O)(=O)c1ccc(CCNC(=O)C(=O)NCC2OCCN2C(=O)c2ccc3c(c2)OCO3)cc1 (stereo not drawn) | -2 | 0 | -1 | 3.6 | -2 | -8 | 3 | 3 | i | 0
COC(=O)c1cccc(NC(=O)CSc2nnc(C)n2Cc2ccccc2)c1 | -4 | 3 | 2 | -1.2 | 4 | -4 | 5 | 0 | i | 0
CCN(CC)S(=O)(=O)c1ccc(NS(=O)(=O)c2ccc(O)c([N+](=O)[O-])c2)cc1 | 0 | 7 | -5 | -2.8 | -5 | 1 | 2 | 2 | i | -3
COc1cccc(N2CC(NC(=O)c3cccc4ccccc34)CC2=O)c1 (stereo not drawn) | 0 | 0 | -3 | -0.8 | 20 | 1 | -9 | -3 | i | 3
CCC1(C)N(O)C(C)(C)C(c2ccc(F)cc2)=[N+]1[O-] (stereo not drawn) | 0 | 1 | -5 | -0.4 | -31 | -7 | -9 | 4 | i | -6
C=CCOc1ccc(/C(O)=C2/C(=O)C(=O)N(CCCn3ccnc3)C2c2ccco2)cc1 (stereo not drawn) | -3 | -1 | 18 | 0.3 | 2 | 4 | -12 | 2 | i | 2
CCCNCc1nnc(-c2ccccc2Cl)o1 | 0 | -1 | 2 | -0.6 | 1 | -6 | -4 | 0 | i | 0
O=S(=O)(Cc1cc(Sc2ccccc2)nc(-c2ccccc2)n1)c1ccccc1 | 1 | -6 | 2 | 3.6 | 45* | 5 | -22 | -8 | i | 0
CCOc1ccc(-c2cccc(NS(=O)(=O)c3ccccc3[N+](=O)[O-])c2)nn1 | 1 | -1 | 6 | 1.5 | 3 | 1 | -1 | 3 | i | -2
Cc1nn(C)cc1S(=O)(=O)N1CCN(Cc2ccccc2Cl)CC1 | 0 | -1 | 1 | -0.3 | 1 | 2 | -7 | -1 | i | -1
C/C(=N\NC(=O)c1cc(C)nc2ccccc12)c1cccc(Cl)c1 | 8 | -1 | -2 | 2.0 | 13 | -5 | -8 | 0 | i | 1
Cc1cc(C)n2nc(C(=O)OCC(=O)Nc3ccc(C)c(F)c3)nc2n1 | 3 | 6 | 0 | 0.2 | -11 | -11 | 2 | -2 | i | 4
COc1ccc([N+](=O)[O-])cc1Nc1c2ccccc2nc2ccccc12 | -4 | 5 | 2 | 34 | 4 | -10 | 1 | 4 | i | 7
CCN1CCN(CC(=O)c2c[nH]c3ccccc23)CC1 | 1 | 0 | 2 | -0.2 | -2 | -14 | -4 | 1 | i | 7
O=c1[nH]c(C(F)(F)F)nc2c1nnn2Cc1ccccc1F | 0 | -2 | 4 | -1.4 | 15 | 3 | -3 | 3 | i | 1
CC(=O)Nc1ccc(S(=O)(=O)Nc2cc(C)ccn2)cc1 | 0 | -3 | 7 | -0.8 | 6 | -3 | -2 | -3 | i | 1
COc1ccc(NC(=O)COC(=O)CN2C(=O)c3ccccc3C2=O)cc1 | -2 | 0 | -11 | 0.9 | 7 | 7 | 32 | 0 | i | -2
COC(=O)c1sc(NC(=O)c2c(C)noc2C)nc1C | -1 | 1 | 1 | -0.9 | -24 | -12 | 1 | -3 | i | -1
CCOC(=O)C1CCN(C(=O)Cc2ccccc2OC)CC1 | 6 | 11 | -5 | -0.1 | 0 | 17 | 1 | -4 | i | -1
CCOC(=O)c1cc(C(=O)n2cc(Cl)cn2)nn1C | -3 | 7 | 1 | -1.3 | -8 | -9 | -4 | 2 | i | 2
COc1cccc(OCCOc2cccc(/C=N/n3cnnc3)c2)c1 | -2 | 2 | 0 | 0.8 | -25 | -8 | -14 | -8 | i | 0
